GC-A act – GC-A (human) enzyme activation. P16066. HEK293 GC-A cells, cGMP TR-FRET, EC30 ANP; 0% at EC30 ANP, 100% saturating ANP. activation, % at 10 µM. hit rate 0.14% among 370,000. AID 1671463; in the data active = activation above about 40%
GC-B act – GC-B (human) receptor activation; P20594; hit rate 0.11% among 370,000; activation, % at 10 µM; AID 1920062; HEK293-GC-B cells, CNP EC30, cGMP TR-FRET; 0% at EC30 CNP, 100% saturating CNP;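 active = activation at 10 µM reaching about 35% in either raw or pattern-adjusted values, limit read from the data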
SIAE inh – blocks human sialic acid acetylesterase; SIAE FP-Rh probe binding, fluorescence polarization; inhibition, % at 9.66 µM; hit rate 0.69% among 370,000; AID 1053197;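 active = inhibition above a cutoff: mean of compounds within the control limits plus 3 SD of those, cut at about 17% in these data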;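 also: 0% = plate median of compound wells and 100% = probe without SIAE protein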
UHRF1 binding – UHRF1 methyl-DNA binding inhibition; AID 687016; Q96T88; inhibition, % at 4.4 µM; hit rate 0.75% among 370,000; UHRF1 binding to methylated oligo, TR-FRET; in the data active = inhibition above about 21%;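 also: UHRF1 SRA domain binding a hemimethylated CpG hairpin DNA probe; 0% = median of test compound wells and 100% = reference inhibitor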
rCAG binder – molecules binding r(CAG) RNA repeats; inhibition, % at 3 µM; hit rate 1.3% among 370,000; r(CAG) RNA repeat, TO-PRO-1 dye displacement fluorescence;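 active = inhibition above the plate cutoff, the mean of all test compounds on that plate plus 3 SD, cut at about 35% in these data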;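 also: 0% = DMSO alone and 100% = 100 µM mitoxantrone as full dye displacement; higher means more dye released from RNA so lower well fluorescence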
mABHD4 FP – inhibitors of mouse ABHD4; purified mABHD4, FP-Rh probe fluorescence polarization; inhibition, % at 8.92 µM; hit rate 0.54% among 370,000;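 active = inhibition exceeding the mean over every tested compound plus 3 SD, cut at about 30% in these data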;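 also: 0% = plate median of compound wells and 100% = S159A mutant with DMSO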
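Material: mouse ABHD4 enzyme, wild type; Benchmarks: S159A mutant high control, sample median low control; Buffer or medium: HEPES pH 7.0, NaCl, Pluronic buffer; Signal: fluorescence polarization; Read-out: percent inhibition of probe binding, normalized to plate controls; Timing: pre-incubation 45 min, probe exposure 60 min, at 25 °C; Dosing: 8.92 µM, single dose.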
MBD2 inh – MBD2-methylated oligo binding inhibition; hit rate 0.31% among 370,000; inhibition, % at 4.4 µM; TR-FRET, MBD2 binding to methylated oligonucleotide; Q9UBB5; in the data active = inhibition above about 13%
PRMT1 inh – PRMT1 (human) inhibition, primary screen; Q99873; recombinant PRMT1, activity-based probe fluorescence polarization; inhibition, % at 2.79 µM; hit rate 1.3% among 370,000; AID 652257;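 active = inhibition above about 21% made by adding two undisclosed values, limit read from the data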
Target sequence (Q99873 whole entry, looked up): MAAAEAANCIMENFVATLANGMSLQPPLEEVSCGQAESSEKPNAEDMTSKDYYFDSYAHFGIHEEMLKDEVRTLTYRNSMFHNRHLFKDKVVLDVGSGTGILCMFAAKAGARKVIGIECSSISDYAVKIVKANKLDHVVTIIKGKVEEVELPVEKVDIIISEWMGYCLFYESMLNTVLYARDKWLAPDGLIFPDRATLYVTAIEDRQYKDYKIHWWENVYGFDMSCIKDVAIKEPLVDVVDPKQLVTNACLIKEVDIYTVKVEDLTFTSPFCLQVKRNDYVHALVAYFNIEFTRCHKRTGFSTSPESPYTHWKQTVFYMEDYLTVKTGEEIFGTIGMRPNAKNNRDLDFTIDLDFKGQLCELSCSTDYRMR
TCR CD3 inh – inhibitors of human TCR-CD3 interaction. TAMRA-labeled TCR probe fluorescence, biochemical. hit rate 0.37% among 360,000. inhibition, % at 9.4 µM; in the data active = inhibition above about 19%;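 also: recombinant mutant TCR 2C K166C tagged with TAMRA read by polarization; 0% = receptor in buffer alone and 100% = receptor with positive control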
HTRA1 inhibitor – blocks human HTRA1 serine peptidase; inhibition, % at 5.96 µM; Q92743; recombinant HTRA1, FP-rhodamine activity-based probe, fluorescence polarization; hit rate 0.5% among 340,000; in the data active = inhibition above about 36%;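 also: 0% = enzyme with DMSO and 100% = wells lacking enzyme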
Target sequence (Q92743 whole entry, looked up): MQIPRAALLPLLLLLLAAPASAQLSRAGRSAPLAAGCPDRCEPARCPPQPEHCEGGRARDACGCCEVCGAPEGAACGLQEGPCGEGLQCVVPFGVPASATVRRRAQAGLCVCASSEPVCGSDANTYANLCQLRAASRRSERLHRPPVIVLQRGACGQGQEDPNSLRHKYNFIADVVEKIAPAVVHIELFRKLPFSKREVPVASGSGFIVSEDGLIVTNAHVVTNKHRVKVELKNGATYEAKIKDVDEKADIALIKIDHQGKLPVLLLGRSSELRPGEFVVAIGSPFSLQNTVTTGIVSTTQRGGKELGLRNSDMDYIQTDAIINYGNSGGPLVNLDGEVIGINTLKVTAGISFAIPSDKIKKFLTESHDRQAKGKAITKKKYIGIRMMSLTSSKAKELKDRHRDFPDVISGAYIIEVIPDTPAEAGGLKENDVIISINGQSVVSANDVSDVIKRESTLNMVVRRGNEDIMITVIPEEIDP
An asterisk follows results filed as active; / = not tested or not shown. An excerpt; the hit share may differ from the screen's.

Sample of the layout, 11 compounds:
mol | GC-A act | GC-B act | SIAE inh | UHRF1 binding | rCAG binder | mABHD4 FP | MBD2 inh | PRMT1 inh | TCR CD3 inh | HTRA1 inhibitor
CC(=O)N1CCc2cc(S(=O)(=O)N3CC(C)CC(C)C3)ccc21 (stereo unspecified) | 6 | 1 | 6 | 0 | -4 | 7 | 4 | -3 | 4 | 4
Cc1nnc(NC2=NCCC2)o1 | 2 | -1 | 6 | 0 | -5 | -3 | -4 | -3 | 0 | 3
Cc1ccc(NC(=O)CNCc2ccccc2)c(Br)c1 | 1 | 2 | 3 | 0 | -4 | -5 | -11 | -5 | 8 | -9
O=c1oc2ccccc2c2nccnc12 | 4 | 0 | 4 | -3 | 0 | -5 | -4 | 1 | -2 | 0
Cn1cc(S(=O)(=O)NC2CCCCCC2)c(=O)n(C)c1=O | 1 | -4 | 1 | 1 | -4 | 4 | 6 | 6 | -5 | 0
COc1ccc(-n2nnnc2CNC(=O)c2ccc3ccccc3c2)cc1 | -4 | -13 | -9 | -1 | 3 | -4 | 1 | -9 | 1 | -7
Nc1nonc1-n1nnc(C(=O)N/N=C/C=C/c2ccccc2)c1CSC1=NCCS1 | 0 | -1 | -17 | 2 | 14 | -15 | 4 | 13 | -4 | /
COC(=O)N1CC(C)N(C(=O)OC)CC1C (stereo unspecified) | -3 | 0 | 9 | -4 | 0 | 2 | -1 | -1 | -3 | -4
C[C@H]1CN([C@@H](C)CO)C(=O)Cc2cc(NC(=O)Cc3ccccc3)ccc2O[C@H]1CN(C)C(=O)Nc1cccc2ccccc12 | 3 | -2 | 1 | 4 | 10 | -2 | 4 | 2 | -5 | -8
CCC(C)c1ccc(NC(=O)C2CC2)cc1 (stereo unspecified) | 2 | -2 | 8 | -1 | -3 | -2 | 5 | -3 | 2 | -2
COc1cc(OC)nc(Oc2ccccc2C(=O)Oc2ccc(Cl)cc2)n1 | / | / | -4 | 2 | -7 | 2 | 3 | -3 | -7 | -5

This part in full, repeating the preview:
mol | GC-A act | GC-B act | SIAE inh | UHRF1 binding | rCAG binder | mABHD4 FP | MBD2 inh | PRMT1 inh | TCR CD3 inh | HTRA1 inhibitor
CC(=O)N1CCc2cc(S(=O)(=O)N3CC(C)CC(C)C3)ccc21 (stereo unspecified) | 6 | 1 | 6 | 0 | -4 | 7 | 4 | -3 | 4 | 4
Cc1nnc(NC2=NCCC2)o1 | 2 | -1 | 6 | 0 | -5 | -3 | -4 | -3 | 0 | 3
Cc1ccc(NC(=O)CNCc2ccccc2)c(Br)c1 | 1 | 2 | 3 | 0 | -4 | -5 | -11 | -5 | 8 | -9
O=c1oc2ccccc2c2nccnc12 | 4 | 0 | 4 | -3 | 0 | -5 | -4 | 1 | -2 | 0
Cn1cc(S(=O)(=O)NC2CCCCCC2)c(=O)n(C)c1=O | 1 | -4 | 1 | 1 | -4 | 4 | 6 | 6 | -5 | 0
COc1ccc(-n2nnnc2CNC(=O)c2ccc3ccccc3c2)cc1 | -4 | -13 | -9 | -1 | 3 | -4 | 1 | -9 | 1 | -7
Nc1nonc1-n1nnc(C(=O)N/N=C/C=C/c2ccccc2)c1CSC1=NCCS1 | 0 | -1 | -17 | 2 | 14 | -15 | 4 | 13 | -4 | /
COC(=O)N1CC(C)N(C(=O)OC)CC1C (stereo unspecified) | -3 | 0 | 9 | -4 | 0 | 2 | -1 | -1 | -3 | -4
C[C@H]1CN([C@@H](C)CO)C(=O)Cc2cc(NC(=O)Cc3ccccc3)ccc2O[C@H]1CN(C)C(=O)Nc1cccc2ccccc12 | 3 | -2 | 1 | 4 | 10 | -2 | 4 | 2 | -5 | -8
CCC(C)c1ccc(NC(=O)C2CC2)cc1 (stereo unspecified) | 2 | -2 | 8 | -1 | -3 | -2 | 5 | -3 | 2 | -2
COc1cc(OC)nc(Oc2ccccc2C(=O)Oc2ccc(Cl)cc2)n1 | / | / | -4 | 2 | -7 | 2 | 3 | -3 | -7 | -5
CC(NC(=O)c1cccnc1)C(=O)N1CCCCC1 (stereo unspecified) | -3 | 14 | 0 | 4 | 0 | -6 | 2 | 1 | -4 | -3
O=C1CNC(=O)/C1=C\N1CCCCC1 | 4 | 5 | 4 | -5 | -1 | -10 | -2 | 6 | 7 | -1
Cc1ccc(S(=O)(=O)N2CCN(C(=O)CSc3ncc(C(F)(F)F)cc3Cl)CC2)cc1 | -4 | -1 | 0 | 1 | 0 | -3 | 1 | -2 | -10 | -10
CC(=O)c1cccc(OCc2cc(C(=O)N(C)CCc3ccccn3)no2)c1 | 0 | -2 | 0 | 1 | -2 | 3 | -1 | 1 | 2 | -5
COc1ccc(S(=O)(=O)Nc2nc3n(n2)C(c2ccc(Cl)cc2)CC(=O)N3)cc1 (stereo unspecified) | 0 | -1 | 1 | -1 | 5 | 1 | 2 | 0 | -6 | 1
COc1ccccc1CNC(=O)c1cc(C(C)=O)c[nH]1 | -3 | 6 | 0 | 1 | -1 | -5 | 4 | 4 | -2 | -3
COc1ccc(CC(=O)NCc2ccc(Cl)cc2)cc1S(=O)(=O)N1CCOCC1 | -1 | 1 | 9 | 1 | -1 | 6 | 0 | 3 | -3 | -2
CC(=O)c1cc2c(cc1NS(=O)(=O)c1ccc(C)cc1)OCO2 | -5 | -2 | 2 | 0 | -1 | 4 | 6 | 0 | 4 | -9
CCc1nc(-c2ccccc2O)n(-c2ccccc2)n1 | -1 | -4 | 11 | 0 | -3 | -7 | 1 | -4 | 1 | -1
O=C(Cn1c(C(=O)NCCCN2CCOCC2)cc2sccc21)c1ccccc1 | -3 | -4 | 9 | -1 | -9 | 3 | 1 | 0 | 6 | 8
O=C(Nc1ccc(-c2nc3cc(Cl)ccc3o2)cc1)C1CCCO1 (stereo unspecified) | 20 | 5 | -43 | 0 | -2 | -3 | 0 | -1 | 0 | -4
CN(Cc1ccccc1)C(=O)c1[nH]cnc1C(=O)Nc1ccon1 | -1 | 5 | -5 | -1 | 0 | 6 | -2 | 0 | -1 | 2
Cc1ccc(S(=O)(=O)N2CCCC(c3nc(-c4ccc(C)o4)no3)C2)cc1 (stereo unspecified) | 3 | -2 | -6 | 0 | 3 | -14 | -1 | 2 | -5 | -40
CC1=C(C(=O)N2CCCC(C(=O)c3cccc(C(F)(F)F)c3)C2)OCCO1 (stereo unspecified) | 3 | -1 | 4 | 3 | -8 | -2 | 0 | 3 | -5 | 3
CCCCN(C(=O)C(C)Oc1ccc(Cl)cc1)c1c(N)n(CCCC)c(=O)[nH]c1=O (stereo unspecified) | 2 | 4 | 7 | 14 | 2 | 6 | 5 | 1 | 11 | -1
Cc1cccc(N(CC(=O)N2CCCC2)S(C)(=O)=O)c1 | 5 | 1 | 0 | 3 | 1 | -3 | 0 | -2 | 2 | 4
COc1cccc(Nc2nc(=O)[nH]nc2C)c1 | 1 | 3 | -6 | -2 | -1 | -3 | -3 | -3 | 9 | 3
COc1ccc(-n2cc(CNCCCn3ccnc3)c(-c3ccccc3Cl)n2)cc1 | -3 | -4 | 1 | -2 | -5 | -2 | 0 | -1 | 1 | -1
c1cncc(CNc2ccc3c(c2)OCO3)c1 | -4 | -2 | -4 | 1 | 2 | 12 | 0 | 75* | -11 | 9
c1ccc(CNc2nc(N3CCN(Cc4ccccc4)CC3)nc3ccccc23)cc1 | 6 | 0 | -4 | 2 | -4 | 7 | 6 | -3 | -9 | /
Cc1ccc2oc(C(=O)N3CCN(c4cccc(C)n4)CC3)c(C)c2c1 | -6 | -5 | 1 | 0 | -10 | 1 | 2 | 1 | 11 | -17
Cc1cc(-c2nnc(SCC(=O)Nc3ccc(C(F)(F)F)cc3)n2C)no1 | 1 | -5 | 0 | 2 | 0 | 5 | 0 | -3 | -7 | 2
COCCNC(=O)C(c1cccs1)N(C(=O)Cn1nnc2ccccc21)c1cccc(C(C)=O)c1 (stereo unspecified) | 0 | 4 | 5 | 1 | -7 | -3 | 4 | -2 | -9 | -2
O=C(c1ccc(CNc2c(N3CCCC3)c(=O)c2=O)cc1)N1CC=C(c2ccccc2)CC1 | 0 | -4 | 2 | 2 | 15 | 1 | 4 | 4 | -5 | 2
CN(C)Cc1csc(Nc2ccc(C(F)(F)F)cn2)n1 | 4 | 1 | -12 | -1 | -1 | 4 | 1 | 1 | 6 | /
COCC(C)NC(=O)COc1nncc2ccccc12 (stereo unspecified) | 5 | 1 | 3 | 1 | -1 | -7 | -5 | -4 | 6 | 0
CCOC(=O)Cc1cnc(NC(=O)Cn2nnc(-c3ccc(OCC)cc3)n2)s1 | 1 | -3 | 1 | 9 | 4 | -11 | -3 | -2 | 4 | -14
COc1cccc(NC(=S)NCCN2CCOCC2)c1 | 0 | -1 | 2 | 2 | -3 | 4 | 2 | -1 | 9 | 5
CCCCCCCCN1C(=O)[C@@H](CC(=O)NCCC(C)C)C[C@@]2(C(=O)OC)C1=C[C@H](C1CCCC1)O[C@@H]2C | -6 | 3 | -1 | -2 | 2 | -1 | 3 | -1 | 5 | /
O=S1(=O)CCC(S(=O)(=O)N2CCCCCC2)C1 (stereo unspecified) | 6 | 6 | 3 | 8 | 2 | 2 | 0 | 1 | 3 | 0
Cc1nn(-c2ccc(F)cc2)c(Cl)c1/C=C/C(=O)N1CCNC(=O)C1 | 2 | -7 | 0 | 1 | -2 | -2 | 1 | -2 | -7 | -1
Cc1ccc(-c2[nH]ncc2C(=O)c2ccc(Br)cc2)c(O)c1 | 0 | 4 | -3 | -1 | 1 | -13 | -1 | -2 | 2 | -20
Cc1c(OCC(=O)N2CCC(C(=O)O)CC2)ccc2c3c(c(=O)oc12)CCCC3 | 2 | 1 | -7 | 5 | 6 | -6 | 2 | 3 | 5 | 0
O=C(NOC(=O)c1ccccc1)c1ccccc1 | 5 | 7 | 3 | 2 | -3 | -2 | 0 | -4 | 2 | 4
O=C(CSc1nc(-c2ccco2)cc(C(F)(F)F)n1)Nc1ccc(C(=O)N2CCCCC2)cc1 | 0 | 3 | -7 | 2 | -1 | -1 | -1 | 1 | 5 | -8
CC12CN(C(=O)c3cccc([N+](=O)[O-])c3)C3(C#N)CC1CCC23C (stereo unspecified) | 4 | 6 | 1 | -1 | -5 | 7 | 2 | -4 | -8 | 9
Fc1ccccc1C(c1nnnn1Cc1ccc2c(c1)OCO2)N1CCN(Cc2ccco2)CC1 (stereo unspecified) | -5 | 3 | 3 | 0 | -7 | 3 | -5 | 1 | 6 | 1
Cc1ccc2cc(CCNC(=O)c3cccs3)c(=O)[nH]c2c1C | -1 | -3 | 1 | -1 | 2 | -5 | 5 | 0 | 7 | 1
CCN(CC)C(=O)CSc1nnnn1-c1ccc(F)c(Cl)c1 | 0 | 7 | 8 | -1 | -3 | 2 | -4 | -4 | -5 | -5
C/C(N)=C(/C#N)C(=O)COC(=O)CC1CCCC1 | 3 | -4 | -3 | 1 | -5 | 3 | 1 | 1 | -4 | 5

Screening data from PubChem BioAssay.
